High-throughput results: PubChem, National Center for Advancing Translational Sciences (NCATS)
L3MBTL1 inh: L3MBTL1 (human) inhibition | 230,000 compounds, 0.66% hits | AlphaScreen L3MBTL1–H3K9me1 peptide binding | Potency, µM (doses to about 57.1 µM), for the others: top-dose activity, negative = inhibition, usual class: inhibitors; also: potency is read from the fitted curve at half-maximal effect; % is scaled to controls: 0 for no effect and ±100 for the full control effect; nearly all actives have a fitted effect of over 60% in size
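L3MBTL1 50 nM + b-AHA-H3(1-15)K9me1 75 nM, 30 min RT; compound added, 30 min RT; streptavidin donor/Ni-chelate acceptor beads 10 ug/mL each final, 30 min RT dark; AlphaScreen read.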
Epigenetic reg: regulators of epigenetic silencing causing reporter derepression in mouse cells. murine LDR cells, GFP reporter derepression, 30 h. Potency, µM (highest dose often 53.9 µM), inactives show at the highest dose GFP activation, hits mostly activators. 280,000 compounds, 0.2% hits. AID 1865; also: potency is read from the fitted curve at half-maximal effect; % of control where 0% means no effect; nearly all actives have a fitted effect of over 60% in size
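Murine LDR cells carrying a silenced, genomically integrated CMV-driven GFP reporter were exposed to compound for 30 hours at 37 C. After PBS washes, GFP-positive cells (20–120 um objects) were counted by laser-scanning microplate cytometry.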
Luc counter: blocks Kinase-Glo luciferase, a counter-screen artifact; AID 1379; Potency, µM (doses to about 38.3 µM), inactives show top-dose activity change, negative = inhibition, usual class: inhibitors; Q27757; Kinase-Glo luciferase, ATP luminescence, 8 min; 200,000 compounds, 0.28% hits; also: potency is read from the fitted curve at half-maximal effect; % is scaled to controls: 0 for no effect and ±100 for the full control effect; nearly all actives have a fitted effect of over 60% in size
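Luminescence was the read-out, taken after 8-minute incubation at ambient temperature. Luciferase turned over luciferin with 10 uM ATP in imidazole pH 7.2 buffer containing KCl, MgCl2, Tween 20 and BSA.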
NPSR antagonist: blocks cAMP signaling of the human neuropeptide S receptor; Q6W5P4; CHO-NPSR cells, cAMP TR-FRET, antagonist mode; Potency, µM (highest dose often 38.3 µM), without a hit: at the highest dose activity change, negative = inhibition, actives largely listed as inhibitors; 220,000 compounds, 1% hits; AID 1461; also: potency is read from the fitted curve at half-maximal effect; % is scaled to controls: 0 for no effect and ±100 for the full control effect; nearly all actives have a fitted effect of over 50% in size; many of its hits are not listed in these tables
Target sequence (Q6W5P4 whole entry, looked up): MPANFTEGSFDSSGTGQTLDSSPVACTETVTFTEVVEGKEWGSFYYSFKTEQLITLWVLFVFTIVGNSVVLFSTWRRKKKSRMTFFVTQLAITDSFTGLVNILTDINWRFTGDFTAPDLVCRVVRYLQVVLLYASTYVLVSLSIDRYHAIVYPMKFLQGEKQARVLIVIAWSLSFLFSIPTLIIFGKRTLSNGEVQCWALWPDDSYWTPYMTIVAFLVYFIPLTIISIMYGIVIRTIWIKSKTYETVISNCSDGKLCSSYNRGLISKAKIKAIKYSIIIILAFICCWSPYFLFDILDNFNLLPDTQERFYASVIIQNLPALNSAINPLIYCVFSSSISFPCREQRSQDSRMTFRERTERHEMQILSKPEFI
IMPase Li cell: cell-permeable IMPase inhibitors with lithium potentiation | CHO-M1 cells, IP1 TR-FRET (IP-One), carbachol + lithium | Potency, µM (top dose mostly 59.4 µM), without a hit: at the top dose activity, negative = IMPase inhibition, usual class: inhibitors | 210,000 compounds, 0.35% hits | AID 1457;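 also: IP1 builds up when IMPase is blocked and the TR-FRET signal falls; potency is read from the fitted curve at half-maximal effect; plate controls were basal vehicle for no effect and high inhibitor control for full effect; nearly all actives have a fitted effect of over 50% in size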
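CHO cells stably expressing M1 receptor (2000/well, cultured 16–30 h) treated 30 min at 37C with compound plus low lithium. Cytosolic IP1 by TR-FRET (665/620 ratio and 620 channel) after 10 min lysis; AC50 by Hill fit.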
CBFb RUNX1 block: CBF-beta/RUNX1 interaction disruption; 230,000 tested, under 10 active; AlphaScreen CBFb-His/RUNX1-biotin binding, biochemical; AID 1477; Q01196+Q13951; Potency, µM (highest dose often 59.8 µM), without a hit: at the top dose activity, negative = inhibition, usual class: inhibitors; also: % of control where 0% means no effect
Target sequence (Q01196 whole entry, looked up): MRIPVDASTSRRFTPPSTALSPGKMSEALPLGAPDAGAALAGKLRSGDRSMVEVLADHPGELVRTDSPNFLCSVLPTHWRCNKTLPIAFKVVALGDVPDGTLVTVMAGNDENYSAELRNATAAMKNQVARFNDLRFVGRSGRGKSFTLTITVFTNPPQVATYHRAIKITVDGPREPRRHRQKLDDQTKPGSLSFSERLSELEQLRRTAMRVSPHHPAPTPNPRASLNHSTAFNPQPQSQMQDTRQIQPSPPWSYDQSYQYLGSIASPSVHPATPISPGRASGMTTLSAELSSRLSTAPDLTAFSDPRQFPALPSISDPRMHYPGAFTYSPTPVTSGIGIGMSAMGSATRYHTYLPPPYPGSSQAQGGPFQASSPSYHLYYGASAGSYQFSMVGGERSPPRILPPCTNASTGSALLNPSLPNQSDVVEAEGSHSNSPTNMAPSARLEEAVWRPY
Target sequence (Q13951 whole entry, looked up): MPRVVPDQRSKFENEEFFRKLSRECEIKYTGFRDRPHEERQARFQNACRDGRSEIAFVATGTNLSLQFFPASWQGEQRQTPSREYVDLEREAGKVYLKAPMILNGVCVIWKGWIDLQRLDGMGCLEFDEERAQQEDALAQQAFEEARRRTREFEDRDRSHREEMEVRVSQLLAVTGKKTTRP
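CBFb-His/RUNX1-biotin, 30 nM each, preincubated 20 min RT; compound 15 min RT; Ni + streptavidin beads 50 ng each, 90 min RT; AlphaScreen read.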
HttQ103 aggreg: reduces HttQ103-GFP aggregates in PC12 cells. 220,000 compounds, 1.1% hits. PC12 HttQ103-GFP aggregates, Acumen cytometry, 40 h. Potency, µM (series often up to 46.1 µM), for inactives: at the highest dose activity change, negative = inhibition, most hits filed as inhibitors; also: potency is read from the fitted curve at half-maximal effect; % is scaled to controls: 0 for no effect and ±100 for the full control effect; nearly all actives have a fitted effect of over 60% in size
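Compounds (qHTS titration) were added to PC12 cells expressing an ecdysone-driven HTT exon 1 Q103–GFP fusion after induction with 100 nM tebufenozide. Aggregate formation was measured as GFP objects in cell lysates.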
* marks the source's active call; other numbers are inactive results; ? = inconclusive; . = no result given; [ ] = another dose, or the depositor's remark. Calls follow the shape of the dose curve; as a rule, active = well fitted curve in the direction sought with a large enough effect; inconclusive = small, poorly fitted or top-dose-only effect, or another doubt; inactive = no such curve, though single readings can be large; an effect the other way counts as inactive or inconclusive. These rows are one share of the data; rates above refer to the full screens.

Values run as follows: L3MBTL1 inh	Epigenetic reg	Luc counter	NPSR antagonist	IMPase Li cell	CBFb RUNX1 block	HttQ103 aggreg
- O=C(C1CC1)N1CCc2cc(S(=O)(=O)NCC3COc4ccccc4O3)ccc21 (stereo unspecified)
  -4%	-0.1%	1%	-24%[46.1 µM]	-11%[38.3 µM]	1%	?
- CC(C)CCN1CCN(Cc2cccc(-n3cccn3)c2)CC1CCO (stereo unspecified)
  -2%	1.1%	5%	-6%	13%	-3%	18%[9.22 µM]
- Cc1ccc(-c2cc(C(=O)O)c3cc(Br)ccc3n2)o1
  32µM*	-1.9%	-2%	-15%	11µM*	?	0%
- CCCCn1c(SCC(N)=O)nc2ccc(N3CCOCC3)cc2c1=O
  8%	0.8%	1%	-14%[46.1 µM]	10%[38.3 µM]	0%	2%
- CC1CCCCC1NC(=O)/C=C/c1nc2ccccc2s1 (stereo unspecified)
  .	-0.9%	-3%	-24%	10%	18%	-5%
- CCc1nnc(NC(=O)CSc2nnc(Cc3cccn3C)n2C)s1
  .	1.2%	3%	-14%[46.1 µM]	11%[38.3 µM]	-4%	17%
- Cc1nc(C/C(=N\Nc2ccccc2)c2ccc(O)cc2O)cs1
  ?	-1.4%	4%	-29%	6%	-4%	2%
- Cc1ccnc(SCc2cc(=O)c(OC(=O)c3ccccc3)co2)n1
  .	0.5%	-1%	23%	0%	2%	-9%
- c1cncc(CSc2nnc(-c3cccnc3)n2Cc2ccco2)c1
  3%	-3.7%	.	7%[46.1 µM]	.	3%	-2%
- CC(C)Oc1ccc(C(=O)NC2(C(F)(F)F)N=C3SCCN3C2=O)cc1 (stereo unspecified)
  .	-2.1%	-4%	-4%[46.1 µM]	9%[38.3 µM]	4%	4%
- COc1ccc(C)cc1C(=O)C1CC(C(=O)O)C(C)(C)C1C (stereo unspecified)
  5%	-1.0%	-1%	-15%[46.1 µM]	-19%[38.3 µM]	0%	15%
- O=C(/C=C/c1ccccc1)N1c2ccccc2Sc2ccc(C(F)(F)F)cc21
  4%	-1.9%	-3%	-52%	20%	-4%	12%
- CC(C)C(NC(=O)c1ccccc1)C(=O)NC1=NCCS1 (stereo unspecified)
  5%	-1.7%	2%	-1%[46.1 µM]	17%[38.3 µM]	14%	-6%
- Cc1cc(N2C(=O)C(=O)/C(=C(/O)c3ccc(F)cc3)C2c2cccc(Br)c2)no1 (stereo unspecified)
  -1%	-3.2%	4%	-8%[46.1 µM]	?	0%	26%
- O=C(Cc1ccc(S(=O)(=O)N2CCCCC2)s1)Nc1cccc2ccccc12
  2%	12%	0%	1%	-7%	3%	17%
- CSc1cccc(NC(=O)N2CCCC(CNS(=O)(=O)Cc3ccccc3)C2)c1 (stereo unspecified)
  5%	4.3%	1%	8%	8%	-1%	-3%[9.22 µM]
- O=C(Nc1ccc(Br)cc1)N1CCCCCCC1
  -1%	-1.0%	-1%	11%[46.1 µM]	-8%[38.3 µM]	5%	-4%
- Cc1cccc(C(C)C)c1NC(=O)CN(C)Cc1cccc(F)c1
  5%	-1.8%	-1%	-15%	9%	6%	-12%
- O=c1cc(-c2ccc(O)cc2)oc2cc(O)c(C3OC(CO)C(O)C(O)C3O)c(O)c12 (stereo unspecified)
  16µM*	0.4%	.	-23%	13%	?	20%[9.22 µM]
- CN=C1SC(CC(=O)Nc2cccc(C(F)(F)F)c2)C(=O)N1C (stereo unspecified)
  .	-1.0%	2%	0%[46.1 µM]	22%[38.3 µM]	1%	-11%
- COc1cc(C(c2nnnn2C2CCCC2)N2CCN(C)CC2)cc(OC)c1OC (stereo unspecified)
  .	-1.0%	0%	8%[46.1 µM]	33%[38.3 µM]	5%	-4%
- CCc1ccc(CNc2ccc(N3CCN(C(C)=O)CC3)cc2)cc1
  .	0.0%	-1%	-23%[46.1 µM]	45%[activator][38.3 µM]	-27%	?
- COc1ccc(N2CC(C(=O)NCc3ccco3)CC2=O)cc1 (stereo unspecified)
  -8%	3.0%	2%	-3%	6%	-15%	17%
- CN(Cc1cccc2ccccc12)C(=O)c1cc(COc2c(F)cccc2F)on1
  25%	-0.1%	.	45%	7%	?	5%[9.22 µM]
- COc1cc(SC)ccc1C(=O)NC1CCCCC1
  -7%	1.5%	11%	-18%[46.1 µM]	12%[38.3 µM]	3%	9%
- CC(=O)OCc1nc2sc(C)c(C)c2c(=O)[nH]1
  -3%	-1.0%	0%	4%[46.1 µM]	-6%	5%	10%
- O=C(N1CCOCC1)N1CCN(S(=O)(=O)N2CCOCC2)CC1
  .	1.5%	0%	-8%[46.1 µM]	15%[38.3 µM]	3%	6%
- COc1ccc(F)cc1S(=O)(=O)NCc1ccccc1
  0%	1.1%	2%	10%	3%	5%	16%
- COc1ccccc1NS(=O)(=O)c1cc([N+](=O)[O-])ccc1N/N=C/c1sc(N2CCOCC2)nc1-c1ccccc1
  -9%	2.8µM*	0%	-16%	-10%	-13%	?
- O=C(N/N=C/c1cccc(O)c1)c1cc(-c2ccc3c(c2)OCO3)n[nH]1
  -14%	0.0%	-3%	-16%	2%	-2%	7%
- CC1CCCC(NC(=O)COC(=O)Cc2c[nH]c3ccccc23)C1C (stereo unspecified)
  -5%	-4.2%	6%	4%	3%	2%	-1%
- O=c1[nH]c2cc3c(cc2cc1C(c1nnnn1Cc1ccccc1)N1CCCCCC1)OCCO3 (stereo unspecified)
  .	0.8%	2%	?	20%[38.3 µM]	-3%	9%
- CC(=O)Nc1ccc(Cl)cc1C1COC(=O)C1=N (stereo unspecified)
  2%	8.7%	-6%	9%	-7%	-1%	4%
- C/C(CC(=O)N1CCN(C=O)CC1)=N\NC(=O)c1cc2ccccc2cc1O
  9%	1.0%	-1%	-5%[46.1 µM]	5%	?	-18%
- O=[N+]([O-])c1ccc(COc2cccnc2)cc1
  7%	0.0%	-1%	?	4%	-3%	-14%
- C=CCNc1ncnc2sc(SC)nc12
  2%	-1.3%	.	25%	.	7%	-14%[9.22 µM]
- O=C(NCCN1CCOCC1)c1ccc(Cl)cc1[N+](=O)[O-]
  -7%	-2.0%	-5%	-4%[46.1 µM]	0%[38.3 µM]	1%	6%
- Cc1c(C(=O)N/N=C/C(C)C)[nH]c2ccc([N+](=O)[O-])cc12
  -5%	-0.3%	-1%	-1%	-2%	-11%	7.1µM*
- CN(C)/C=C1/C=C(c2ccccc2)OC1=O
  .	12%	6%	-9%[46.1 µM]	29%[38.3 µM]	1%	14%[9.22 µM]
- CN1C2CCC1CC(NC(=O)CSc1ccc(C(C)(C)C)cc1)C2 (stereo unspecified)
  4%	-1.0%	.	-3%	.	2%	9%[9.22 µM]
- COc1ccc(OC)c(NC(=O)C(CC(=O)O)Cc2ccc(Cl)cc2)c1 (stereo unspecified)
  .	0.7%	-4%	0%[46.1 µM]	37%[activator][38.3 µM]	7%	-1%
- O=C(NCCO)C(=O)NCC1OCCCN1S(=O)(=O)c1cccs1 (stereo unspecified)
  -12%	1.0%	-8%	3%	-7%	-8%	3%
- CN1CCN(NC(=S)NC(C)(C)CC(C)(C)C)CC1
  .	0.0%	2%	-1%	2%	8%	-8%
- COc1cc(C2NC(=O)NC(C)=C2C(=O)OC(C)(C)C)ccc1OCC(=O)O (stereo unspecified)
  .	0.0%	1%	-3%[46.1 µM]	-2%[38.3 µM]	8%	-4%
- Cc1ccc(-c2cc(C(=O)N/N=C/c3ccco3)n[nH]2)s1
  -3%	0.0%	2%	-14%	4%	16%	25%
- COc1ccc(C(=O)COc2cccc(NC(=O)c3ccco3)c2)cc1
  -3%	-2.2%	9%	-22%[46.1 µM]	15%	13%	?
- COc1ccc(-c2cn3cc(C)ccc3n2)cc1F
  2%	1.0%	-20%	3%	4%	5%	45%[9.22 µM]
- C/C(N)=C(\C#N)C(=O)NCc1ccccn1
  8%	-1.1%	3%	-8%[46.1 µM]	-8%[38.3 µM]	0%	-2%
- COC(=O)CSc1nc(-c2ccccc2)c2c(c1C#N)CCCC2
  .	-5.5%	-5%	-17%[46.1 µM]	-29%[38.3 µM]	5%	17%
- COC(=O)COc1ccc(S(=O)(=O)NC2CCCCCC2)cc1
  7%	0.1%	-3%	-13%[46.1 µM]	-1%[38.3 µM]	3%	8%
- COc1ccc(C(=O)c2sc3nc(-c4ccccc4)ccc3c2N)cc1OC
  11%	?	3%	-4%[46.1 µM]	-19%[38.3 µM]	?	-5%
- CCCOC(=O)CSc1nnc(-c2cc(OC)c(OC)c(OC)c2)o1
  3%	-0.9%	-2%	-12%[46.1 µM]	-8%[38.3 µM]	5%	-3%
- N#CCC(=N)N1CCN(c2ccccc2)CC1
  1%	-3.0%	2%	3%[46.1 µM]	15%[38.3 µM]	3%	-9%
- COc1ccc(CNC(=O)CSc2nc3nc(C)cc(C)n3n2)cc1
  2%	0.1%	-3%	5%[46.1 µM]	-9%[38.3 µM]	-1%	-3%
- O=C(C[n+]1ccc(C(=O)N/N=C/c2ccc(Cl)cc2Cl)cc1)c1ccccc1
  .	6.3%	-5%	-6%[46.1 µM]	-6%[38.3 µM]	4%	-6%
- CCOC(=O)CSc1nnc(CNC(=O)c2cccs2)n1-c1cccc(C)c1
  -1%	-1.1%	-8%	-12%[46.1 µM]	-7%[38.3 µM]	3%	18%
- OC(CNCCc1ccccc1)COc1ccc(OCC(O)CNCCc2ccccc2)cc1 (stereo unspecified)
  -14%	-1.4%	.	8%[7.67 µM]	.	-5%	-9%[9.22 µM]
- Cc1ccc(NC(=O)Nc2ccc3c(c2)N(C)C(=O)CS3)nc1
  -1%	-1.0%	1%	0%[46.1 µM]	-3%	-12%	6%
- COc1ccccc1CN(Cc1nc2ccccc2c(=O)[nH]1)S(=O)(=O)c1ccc(C)cc1
  .	-1.0%	-4%	-18%[46.1 µM]	31%[activator][38.3 µM]	1%	4%

Arranged by count of non-hydrogen atoms (lowest first): three of the compounds above
Values run as follows: L3MBTL1 inh	Epigenetic reg	Luc counter	NPSR antagonist	IMPase Li cell	CBFb RUNX1 block	HttQ103 aggreg
- O=[N+]([O-])c1ccc(COc2cccnc2)cc1
  7%	0.0%	-1%	?	4%	-3%	-14%
- CC1CCCC(NC(=O)COC(=O)Cc2c[nH]c3ccccc23)C1C (stereo unspecified)
  -5%	-4.2%	6%	4%	3%	2%	-1%
- C/C(CC(=O)N1CCN(C=O)CC1)=N\NC(=O)c1cc2ccccc2cc1O
  9%	1.0%	-1%	-5%[46.1 µM]	5%	?	-18%
